Casp6 inh = blocks human caspase-6 cleavage activity; inhibition, % at 12.5 µM; hit rate 0.53% among 350,000; purified caspase-6, Z-VEID-R110 cleavage fluorescence; P55212; AID 686996;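 active = mean inhibition across replicates at least about 35%, with every replicate also reaching that limit, limit read from the data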;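 note: 0% = median of neutral control wells and 100% = no fluorescence left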
Target sequence (P55212 24-179 limits assumed): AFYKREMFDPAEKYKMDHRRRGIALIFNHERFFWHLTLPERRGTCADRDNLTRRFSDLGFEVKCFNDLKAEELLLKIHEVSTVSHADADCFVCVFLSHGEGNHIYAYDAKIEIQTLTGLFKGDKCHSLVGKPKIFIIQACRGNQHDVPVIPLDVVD
Target sequence (P55212 194-293 limits assumed): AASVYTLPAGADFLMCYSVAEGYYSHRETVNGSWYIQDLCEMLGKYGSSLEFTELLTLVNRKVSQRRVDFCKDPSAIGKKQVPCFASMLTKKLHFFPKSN
S100A4 MyoIIA = inhibitors of human S100A4 binding to myosin IIA peptide; hit rate 0.14% among 360,000; P26447; S100A4/TAMRA-MyoIIA peptide fluorescence polarization; AID 652163; inhibition, % at 10.7 µM;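 active = mean inhibition of at least 70% across replicates, with every replicate also reaching that level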
Target sequence (P26447 whole entry, looked up): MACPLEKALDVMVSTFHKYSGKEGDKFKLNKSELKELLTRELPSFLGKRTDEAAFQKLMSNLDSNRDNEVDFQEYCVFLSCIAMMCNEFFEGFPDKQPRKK
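System – human S100A4 monomer protein, biochemical binding assay · Buffer or medium – Calcium-containing HEPES buffer, pH 7.2 · Timing – 5 min between mix addition and reading · Also added – TAMRA-labelled myosin IIA heavy-chain peptide probe, 5 nM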
FN deposit inh = fibronectin deposition inhibition. AH1F fibroblasts, Alexa488-fibronectin deposition fluorescence, overnight. inhibition, % at 12.6 µM. hit rate 0.086% among 350,000;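 active = mean inhibition across replicates of 30% or more, regardless of how many single replicates reach that level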;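 note: positive control wells lacked labelled fibronectin entirely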
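Measured by – fluorescence 485/525 nm · System – AH1F fibroblast monolayer, labelled fibronectin deposition · Amount – 10000 cells per well · Buffer or medium – serum-reduced DMEM (2% serum) · Doses – single dose, pinned · Also added – fluorescent fibronectin at 24 nM final · Schedule – 1 h cell attachment, overnight exposure to compound and label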
esBAF inh = inhibitors of esBAF chromatin remodeling in mouse ES cells; AID 602393; Bmi1-luciferase knock-in reporter, 24 h; 100% = twice the neutral-well signal; hit rate 2% among 350,000; reporter increase, % at 12.5 µM; in the data active = activation above about 40%;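 note: 0% = median of the plate's neutral control wells and 100% = double that signal; a rise in the Bmi1 reporter signal indicates esBAF inhibition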
Statin myotox sup = protects C2C12 myotubes from simvastatin toxicity; ATP luminescence, 48 h; scaled: DMSO 0, geranylgeraniol control 100; rescue of ATP level, % at 7.49 µM; hit rate 0.78% among 330,000;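 active = mean ATP rescue above about 67%, or every replicate alone reaching that limit, limit read from the data, passing the limit was not always enough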;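 note: myotubes were challenged with 10 µM simvastatin during compound exposure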
SIRT5 inh = inhibitors of human sirtuin-5 desuccinylase; Purified SirT5, succinyl-peptide AMC, trypsin-coupled fluorescence; inhibition, % at 15 µM; hit rate 1.1% among 330,000; AID 652115; in the data active = inhibition above about 15%
Target sequence (Q9NXA8 whole entry, looked up): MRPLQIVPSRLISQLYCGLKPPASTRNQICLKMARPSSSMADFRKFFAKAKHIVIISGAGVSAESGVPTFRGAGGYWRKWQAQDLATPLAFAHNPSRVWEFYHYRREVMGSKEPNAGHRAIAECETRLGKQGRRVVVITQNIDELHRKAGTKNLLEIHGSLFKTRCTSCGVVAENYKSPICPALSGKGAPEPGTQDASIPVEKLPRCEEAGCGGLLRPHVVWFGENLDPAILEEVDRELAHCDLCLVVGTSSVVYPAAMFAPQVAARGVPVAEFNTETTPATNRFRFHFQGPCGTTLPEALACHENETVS
LGR2 inh = Drosophila LGR2 receptor signaling inhibition; hit rate 0.35% among 380,000; inhibition, % at 9.99 µM; HEK293 LGR2, CRE-luciferase, bursicon-stimulated, 4 h; AID 720647;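 active = drop in luminescence signal, shown as inhibition above about 50% in the replicate tests, limit read from the data, passing the limit was not always enough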;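 note: agonist challenge used bursicon conditioned medium at about half maximal strength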
Numbers without * were called inactive; · = not tested or not shown.

SMILES	Casp6 inh	S100A4 MyoIIA	FN deposit inh	esBAF inh	Statin myotox sup	SIRT5 inh	LGR2 inh
O=C(Nc1ccccc1C(=O)Nc1ccncc1)c1ccc([N+](=O)[O-])cc1	-0.8	-1.9	6.6	-2.7	22.5	0.7	-2.9
CCOc1nc(-c2ccc(OC)cc2)ccc1-c1noc(-c2ccncc2)n1	·	·	8.3	-3.9	11.8	·	-0.1
CC(C)(C)OC(=O)C[C@H]1C/C=C\C[C@@H](CC(=O)N(CCO)Cc2ccccc2)C(=O)N[C@@H](Cc2ccccc2)COC1=O	1.3	-0.6	5.8	6.2	4.8	1.5	8.4
C=CCNC(=O)c1onc(CSc2ccccc2)c1C(=O)NCC=C	·	·	-8.2	-1.7	-4.2	·	9.2
O=[N+]([O-])c1ccc(C2=CSC3=NCCN23)cc1	0.6	1.6	-2.9	·	·	-1.2	·
O=C(Nc1ccc(F)cc1)N1CC(=O)N2[C@@H](CO)[C@H](c3ccc(C#Cc4ccc(F)cc4)cc3)[C@@H]2C1	5.1	-3.0	7.0	·	·	7.5	1.4
C/C(=N\NC(=O)c1cc2c(s1)CCC(C)C2)c1cccnc1 (stereo not drawn)	-1.8	9.9	-22.4	·	·	1.9	-20.2
CC(C)c1onc(C(=O)N2CCOCC2)c1[N+](=O)[O-]	0.5	-0.7	-3.4	·	·	-4.0	3.8
Cc1noc(C)c1S(=O)(=O)Nc1ccc2c(c1)C(=O)N([C@@H](C)CO)C[C@H](C)[C@H](CN(C)C)O2	0.1	-2.9	11.6	-2.3	-13.9	-0.5	10.0
CN(C)CCCN(C(=O)c1ccc(S(=O)(=O)N2CCc3ccccc32)cc1)c1nc2ccc(Cl)cc2s1	-3.1	-13.4	-4.4	-2.7	-8.4	-2.5	-6.1
CC(C)NC(=O)CN1CCN(C(c2ccnc3ccccc23)c2nnnn2-c2ccc3c(c2)OCCO3)CC1 (stereo not drawn)	0.3	6.8	-2.0	·	·	-2.2	0.9
Cc1ccc(S(=O)(=O)Nc2ccc(Cl)cn2)cc1C	-0.2	-6.7	-1.2	-11.0	0.6	-3.5	11.3
Fc1ccc(C2c3[nH]c4ccccc4c3CCN2CCCn2cccn2)cc1 (stereo not drawn)	0.2	14.3	-2.7	3.5	-10.2	-11.2	2.1
CCN(CC)C(=S)SC1=CCS(=O)(=O)C1	6.2	6.9	3.2	·	·	-4.6	-0.9
Cc1cc(C)c(C)c(S(=O)(=O)N2CCN(C)CC2)c1C	0.8	3.3	-10.8	·	·	-3.1	3.1
C[C@@]12C(=O)N(Cc3ccccc3)CC(=O)N1[C@H]1c3cc(Cl)ccc3OC[C@@H]1[C@@H]2c1ccccc1	-4.6	-7.8	8.2	-1.9	6.2	0.6	17.4
CN(C(=O)CSc1nnc(-c2cccc(F)c2)n1N)C1CCS(=O)(=O)C1 (stereo not drawn)	5.8	0.0	-1.1	·	·	-5.1	10.6
CCn1c(SCCOc2ccc(Cl)cc2)nnc1-c1cccs1	·	·	0.7	-2.8	-20.8	·	·
COc1ccc(CCOC2OC(CO)C(OC(=O)/C=C/c3ccc(O)c(OC)c3)C(O[C@H]3O[C@@H](C)[C@H](O)[C@@H](O)[C@H]3O)C2O)cc1O (stereo partly drawn)	0.6	0.3	·	3.2	-3.1	1.1	9.7
Cc1noc(C)c1NC(=O)N(C)C[C@H]1OCCCC[C@@H](C)Oc2ccc(NS(=O)(=O)c3ccccc3)cc2C(=O)N([C@@H](C)CO)C[C@@H]1C	1.6	2.6	2.4	-0.1	·	-3.1	-12.8
COc1ccc(-n2c(COc3ccc(Cl)cc3)nnc2SCc2ccc(C#N)cc2)cc1	·	·	6.5	-2.5	-29.9	·	·
CC(C)CC#Cc1cnc2c(c1)C(=O)N([C@@H](C)CO)C[C@H](C)[C@H](CN(C)C(=O)Nc1ccccc1F)O2	1.8	-16.6	-1.5	-2.3	·	1.0	-3.6
O=C(Nc1cccnc1)c1ccccc1Oc1ccccc1	·	·	1.1	-3.0	14.2	·	·
COc1ccc(CN2CCN(C(=O)CC(C)C)CC2)cc1OC	·	·	·	-4.3	-9.1	·	6.0
Cc1ccc(S(=O)(=O)N2C[C@H]3C(=O)C[C@@H](c4ccccc4)N(S(=O)(=O)c4ccc(Br)cc4)[C@H]3C[C@H]2c2ccccc2)cc1	-1.9	-2.1	0.3	9.7	-3.9	-4.2	-4.5

The results go on.
SMILES	Casp6 inh	S100A4 MyoIIA	FN deposit inh	esBAF inh	Statin myotox sup	SIRT5 inh	LGR2 inh
CCCCCO	-2.0	-5.1	·	-2.1	2.6	·	-29.9
COCC(=O)N1CC2(CCN(Cc3ccccc3Cl)CC2)c2c([nH]c3cc(OC)ccc23)[C@H]1CO	2.8	84.8*	·	·	·	5.4	4.7
O=C(Nc1ccnn1C1CCN(C(=O)c2ccc(F)c(Cl)c2)CC1)C1CC1	0.0	-0.1	-0.1	·	·	1.5	8.6
CS(=O)(=O)N1N=C(c2ccccc2)CC1c1cccs1 (stereo not drawn)	-0.4	-0.9	·	-1.2	-10.1	2.9	-14.2
CCOc1cc(N2CCOCC2)c(OCC)cc1NC(=O)c1cccc(N(C)C)c1	8.2	6.6	-11.8	2.8	-13.0	-5.6	-9.5
CCn1c(=O)c(C(=O)CN2CCCc3ccccc32)c(N)n(Cc2ccccc2)c1=O	·	·	-22.4	-5.6	-102.6	·	·
COc1ccc2nc(SC)c(C#N)cc2c1	-4.9	-2.0	-0.4	12.8	16.3	-2.7	-2.8
Cn1c(=O)c2c(nc(Oc3ccccc3Cl)n2C)n(C)c1=O	·	1.3	-2.2	-14.6	0.9	-2.9	7.9
COC(=O)C1C(C(C)C)N(c2ccccc2)OC1(C)O (stereo not drawn)	1.2	-42.9	·	-5.5	9.4	6.4	-12.4
CC1=[N+](C)N(c2ccccc2)C(=O)C1N=Cc1ccc(Cl)cc1 (stereo not drawn)	-5.1	-0.2	-7.7	·	·	0.8	1.9
O=C(NCc1cccc(C(F)(F)F)c1)C1CC(c2c(Cl)cccc2Cl)=NO1 (stereo not drawn)	1.1	-3.9	5.7	-26.8	-33.1	·	-5.7
COc1cccc(C#Cc2ccc([C@H]3[C@@H](CO)N(C(=O)C4CCCC4)[C@H]3C#N)cc2)c1	-1.3	-10.6	8.3	·	·	9.6	3.4
O=C(COC(=O)c1cccc(O)c1)Nc1ccc(OC(F)F)cc1	-1.3	-0.2	2.4	·	·	0.0	3.3
COc1ccc(-n2c(C)c(C)c3c(NCCN(C)C)ncnc32)cc1	-9.3	-3.3	2.7	-6.5	-3.4	-3.8	-7.9
COc1cccc(NC(=O)C(=O)N/N=C(\C)CC(=O)Nc2ccc(NC(C)=O)cc2)c1	-3.4	-1.0	5.3	19.0	-2.5	-0.6	-41.6
CC=Cc1ccc2n(c1=O)C[C@@H]1[C@@H](CO)[C@H](C(=O)NCCCN(C)C)[C@H]2N1C(=O)c1ccccc1 (mixture of isomers)	0.2	5.4	·	·	·	-13.1	-4.3
CCOC(=O)C1(C)CCCN(C(=O)c2c(F)ccc(C)c2F)C1 (stereo not drawn)	0.7	-0.6	·	-5.3	6.4	·	·
C[C@@H]1CN([C@H](C)CO)S(=O)(=O)c2ccc(Br)cc2O[C@H]1CN(C)C(=O)c1ccc2c(c1)OCO2	0.2	7.2	2.0	-1.2	14.8	-5.4	9.6
COc1ccccc1-c1ccccc1[C@@H]1[C@H](C#N)N(C(=O)C2CCC2)[C@H]1CO	-1.0	6.2	-5.8	·	·	-0.6	-5.6
CCc1ccc(NC(=S)N2CCCC(C(F)(F)F)C2)cc1 (stereo not drawn)	-3.0	-1.1	9.7	11.1	-11.1	-5.2	-0.3
Cc1noc(C)c1NC(=O)Nc1ccc2c(c1)CC(=O)N([C@H](C)CO)C[C@@H](C)[C@H](CN(C)Cc1ccncc1)O2	0.5	9.4	·	-1.3	7.0	-3.9	-6.6
CCn1c(OC)nc2c1c(=O)n(C)c(=O)n2C	3.1	20.7	2.7	-5.0	-0.5	-2.9	8.0
COCC#Cc1ccc2c(c1)O[C@H](CN(C)Cc1ccc3c(c1)OCO3)[C@@H](C)CN([C@@H](C)CO)S2(=O)=O	-2.4	1.4	·	-0.7	-84.7	6.5	0.2
O=C(NC1CCN(Cc2ccccc2)CC1)C1CCN(c2nnc(-n3cccc3)s2)CC1	-18.9	-1.8	-11.7	-0.4	-1.0	·	-4.3
CCOC(=O)NC(=O)CSc1nnnn1-c1ccc(Cl)cc1	-2.0	2.0	·	13.9	-37.3	-2.0	-11.3

In the list so far, 11 contain a Cl atom:
SMILES	Casp6 inh	S100A4 MyoIIA	FN deposit inh	esBAF inh	Statin myotox sup	SIRT5 inh	LGR2 inh
CN(C)CCCN(C(=O)c1ccc(S(=O)(=O)N2CCc3ccccc32)cc1)c1nc2ccc(Cl)cc2s1	-3.1	-13.4	-4.4	-2.7	-8.4	-2.5	-6.1
Cc1ccc(S(=O)(=O)Nc2ccc(Cl)cn2)cc1C	-0.2	-6.7	-1.2	-11.0	0.6	-3.5	11.3
C[C@@]12C(=O)N(Cc3ccccc3)CC(=O)N1[C@H]1c3cc(Cl)ccc3OC[C@@H]1[C@@H]2c1ccccc1	-4.6	-7.8	8.2	-1.9	6.2	0.6	17.4
CCn1c(SCCOc2ccc(Cl)cc2)nnc1-c1cccs1	·	·	0.7	-2.8	-20.8	·	·
COc1ccc(-n2c(COc3ccc(Cl)cc3)nnc2SCc2ccc(C#N)cc2)cc1	·	·	6.5	-2.5	-29.9	·	·
COCC(=O)N1CC2(CCN(Cc3ccccc3Cl)CC2)c2c([nH]c3cc(OC)ccc23)[C@H]1CO	2.8	84.8*	·	·	·	5.4	4.7
O=C(Nc1ccnn1C1CCN(C(=O)c2ccc(F)c(Cl)c2)CC1)C1CC1	0.0	-0.1	-0.1	·	·	1.5	8.6
Cn1c(=O)c2c(nc(Oc3ccccc3Cl)n2C)n(C)c1=O	·	1.3	-2.2	-14.6	0.9	-2.9	7.9
CC1=[N+](C)N(c2ccccc2)C(=O)C1N=Cc1ccc(Cl)cc1 (stereo not drawn)	-5.1	-0.2	-7.7	·	·	0.8	1.9
O=C(NCc1cccc(C(F)(F)F)c1)C1CC(c2c(Cl)cccc2Cl)=NO1 (stereo not drawn)	1.1	-3.9	5.7	-26.8	-33.1	·	-5.7
CCOC(=O)NC(=O)CSc1nnnn1-c1ccc(Cl)cc1	-2.0	2.0	·	13.9	-37.3	-2.0	-11.3

The results go on.
SMILES	Casp6 inh	S100A4 MyoIIA	FN deposit inh	esBAF inh	Statin myotox sup	SIRT5 inh	LGR2 inh
O=C(N[C@@H]1CC[C@H](CCNS(=O)(=O)Cc2ccccc2)O[C@@H]1CO)c1ccccc1F	-2.3	-3.9	-5.2	3.0	-7.5	0.8	6.3
COCCn1c(SCC(=O)Nc2nc(C)c(Cl)cc2Cl)nc2ccccc21	·	·	5.3	-6.0	-6.4	·	·
COc1ccc2nc(C)cc(Nc3ccc(N4CCN(C)CC4)cc3)c2c1	·	2.5	16.1	-4.3	27.8	2.1	-11.6
CCC(C)Sc1nc2c(c(=O)[nH]c(=O)n2C)n1Cc1ccccc1Cl (stereo not drawn)	-1.7	1.5	·	1.3	7.0	-1.0	10.6
COc1ccc(S(=O)(=O)N2CCC(C(=O)NCCc3ccccc3)CC2)cc1OC	·	·	-4.0	0.9	-14.0	·	-6.4
CC(Nc1ccc(N2CCOCC2)cc1)C(=O)N1c2ccccc2CC1C (stereo not drawn)	3.2	0.0	-0.2	3.1	7.3	-4.5	4.5
COc1ccccc1C(=O)NCCC(=O)Nc1ccc(S(=O)(=O)N2CCCC(C)C2)cc1 (stereo not drawn)	3.3	-1.4	-11.2	1.3	-3.3	0.0	0.8
CNCC(O)C(O)C(O)C(O)CO (stereo not drawn)	-1.7	-1.8	·	-5.7	2.0	·	·
CCCCCn1c(=S)[nH]c2cc(C(=O)N3CCCC3)ccc2c1=O	4.4	5.3	0.9	7.0	5.2	-0.2	10.2
CCCCN(C(C)=O)c1ccc2c(c1)C1CC2CCN1C(=O)OCc1ccccc1 (stereo not drawn)	6.0	0.0	10.7	-19.7	-2.6	·	14.6

From PubChem BioAssay

An excerpt (hit frequency here may not be typical).
